# High-throughput results: PubChem, National Center for Advancing Translational Sciences (NCATS)
# HEK293 tox = cytotoxic compounds in HEK 293 cells. HEK 293 viability, ATP luminescence (CellTiter-Glo), 48-72 h. AID 1345083. Potency, µM (series often up to 115 µM), for inactives: at the top dose activity change, negative = cytotoxicity, actives largely listed as inhibitors. 6.6% of 94,000 active; also: potency is read from the fitted curve at half-maximal effect; nearly all actives have a fitted effect of over 60% in size
#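 Cytotoxicity was scored by loss of ATP-coupled luminescence (CellTiter-Glo) in HEK 293 cells. Compound treatment ran 48 or 72 hr at 37 degree Celsius, 5% CO2, 95% humidity.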
# NIH3T3 tox = cytotoxic compounds in NIH 3T3 cells; Potency, µM (top dose mostly 96.7 µM), without a hit: at the top dose activity change, negative = cytotoxicity, hits mostly inhibitors; 4.3% of 94,000 active; NIH 3T3 viability, CellTiter-Glo ATP luminescence, 48-72 h; also: potency is read from the fitted curve at half-maximal effect; nearly all actives have a fitted effect of over 55% in size
#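 First NIH 3T3 cells are plated at 400 cells/well; next compound is pinned in; then plates incubate 48 or 72 hr at 37 °C; finally CellTiter-Glo is added and luminescence read after 10 min.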
# GPT2 inh = blocks human glutamate pyruvate transaminase 2 | Q8TD30 | Recombinant GPT2, coupled pyruvate oxidase/HRP Amplex Red fluorescence | Potency, µM (top dose mostly 57.7 µM), for inactives: top-dose activity change, negative = inhibition, hits mostly inhibitors | 0.25% of 100,000 active | AID 1671188; also: potency is read from the fitted curve at half-maximal effect; nearly all actives have a fitted effect of over 60% in size; many of its hits are not listed in these tables
# Target sequence (Q8TD30 whole entry, looked up): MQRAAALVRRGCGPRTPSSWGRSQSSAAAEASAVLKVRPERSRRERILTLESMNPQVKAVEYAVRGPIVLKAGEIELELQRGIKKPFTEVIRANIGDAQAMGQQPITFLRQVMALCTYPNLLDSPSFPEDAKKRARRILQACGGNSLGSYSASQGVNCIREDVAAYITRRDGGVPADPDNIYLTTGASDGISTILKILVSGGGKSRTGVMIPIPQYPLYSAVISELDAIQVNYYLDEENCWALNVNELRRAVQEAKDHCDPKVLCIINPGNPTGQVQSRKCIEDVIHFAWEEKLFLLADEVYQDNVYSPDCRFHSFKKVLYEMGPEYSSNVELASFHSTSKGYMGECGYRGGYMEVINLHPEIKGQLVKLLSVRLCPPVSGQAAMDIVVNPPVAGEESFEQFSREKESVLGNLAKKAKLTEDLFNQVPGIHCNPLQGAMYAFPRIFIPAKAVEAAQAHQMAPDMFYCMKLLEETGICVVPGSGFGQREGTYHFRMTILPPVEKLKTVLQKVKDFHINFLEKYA
#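 Fluorescence of coupled pyruvate oxidase/HRP/Amplex Red system (50uM Amplex, 30 min, dark) reports pyruvate formed by GPT2. Enzyme reaction: 10ng/uL GPT2, 2mM L-alanine, 250uM a-KG, 30 min room temperature, pH 7.5; 50uM AOA control.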
# Luciferase inh = blocks purified firefly luciferase enzyme activity; P08659; purified P. pyralis luciferase, luminescence, biochemical; Potency, µM (highest dose often 115 µM), inactives show top-dose activity change, negative = inhibition, usual class: inhibitors; 2.5% of 76,000 active; also: potency is read from the fitted curve at half-maximal effect; nearly all actives have a fitted effect of over 65% in size
#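 Inhibitors were tested against purified firefly luciferase in a biochemical, low-substrate format (both substrates at 10uM) and luminescence measured with a CCD imager.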
# IP6K1 inhibitor = blocks human inositol hexakisphosphate kinase 1; activity change, % (series mostly up to about 58 µM); IP6K1 kinase, ADP-Glo luminescence, 2 h; stronger effect = lower value; Q92551; 0.81% of 140,000 active; in the data active = activity change below about -25%
# Target sequence (Q92551 whole entry, looked up): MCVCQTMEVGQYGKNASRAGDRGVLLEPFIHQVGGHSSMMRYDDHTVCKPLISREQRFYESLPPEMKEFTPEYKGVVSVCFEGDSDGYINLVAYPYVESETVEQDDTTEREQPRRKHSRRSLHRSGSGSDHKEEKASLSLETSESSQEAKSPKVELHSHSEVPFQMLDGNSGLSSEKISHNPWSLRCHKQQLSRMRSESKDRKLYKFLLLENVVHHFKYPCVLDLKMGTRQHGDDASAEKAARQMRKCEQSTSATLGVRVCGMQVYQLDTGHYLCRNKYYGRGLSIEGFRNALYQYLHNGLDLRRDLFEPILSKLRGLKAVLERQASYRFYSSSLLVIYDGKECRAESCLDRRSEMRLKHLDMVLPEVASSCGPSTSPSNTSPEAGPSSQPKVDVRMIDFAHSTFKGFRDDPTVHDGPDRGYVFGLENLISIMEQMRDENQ
#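 ADP-Glo luminescence measures ADP made by human IP6K1 during a 2 h RT reaction with ATP/IP6 (mix at 1.3 mM/130 uM); top library doses 57.5 and 19.1 uM final.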
# SNCA expr inh = inhibitors of alpha-synuclein (SNCA) gene expression | HEK-293 SNCA-luciferase knock-in, luminescence, 24 h | Potency, µM (series often up to 57.2 µM), without a hit: top-dose activity change, negative = inhibition, actives largely listed as inhibitors | 0.17% of 140,000 active;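 also: potency is read from the fitted curve at half-maximal effect; plate controls were DMSO cells for no effect and cell-free wells for full effect; nearly all actives have a fitted effect of over 45% in size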
# HEK293 viab = cell viability loss counter-screen. HEK-293-SNCA-luc viability, GF-AFC fluorescence, 24 h. Potency, µM (top dose mostly 57.1 µM), for inactives: at the highest dose activity change, negative = cytotoxicity, actives largely listed as cytotoxic. 0.12% of 150,000 active;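 also: potency is read from the fitted curve at half-maximal effect; 0% = DMSO-treated cells and -100% = medium-only wells without cells; nearly all actives have a fitted effect of over 30% in size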
#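 HEK-293-SNCA-luc cells (1500/well) plated 24 h, then exposed 24 h to a dilution series; GF-AFC added 30 min at 37C, fluorescence 405/540 nm; normalised to medium-only and DMSO wells, Hill fit.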
# * hit, by the source's call; i = inactive; u = inconclusive; x = no result given; [ ] = another dose, or the depositor's remark. Unless noted, calls follow the shape of the dose curve; as a rule, active = well fitted curve in the direction sought with a large enough effect; inconclusive = small, poorly fitted or top-dose-only effect, or another doubt; inactive = no such curve, though single readings can be large; an effect the other way counts as inactive or inconclusive. Unless noted, % is scaled to controls: 0 for no effect and ±100 for the full control effect. An unsorted share of the library. Share with any hit: about 7.8%.
SMILES,HEK293 tox,NIH3T3 tox,GPT2 inh,Luciferase inh,IP6K1 inhibitor,SNCA expr inh,HEK293 viab
Cc1c(F)cccc1NC(=O)N1CCCC(Cn2c(C)nc3cccnc32)C1 (configuration not stated),u,u,i,-4%,-5,1%,-2%
O=C1CC(c2ccccc2)N(C(=O)C2CC2)CCCNCCN1 (configuration not stated),-9%,-19%,-29%,-17%,4,4%,8%
Cc1cccc(-c2cccc(CN3CCC(NC(=O)c4ccc(Cl)nc4)CC3)c2)c1,14µM*,18µM*,1%,x,-2,-27%,-8%
CN1c2cc(C(=O)NCc3ccc(Cl)cc3)ccc2C(=O)N2CCCCCC21 (configuration not stated),u,u,i,-17%,18,-4%,17%[12.5 µM]
Cc1ccc(NS(=O)(=O)c2c(C(=O)N3CCCCCC3)c(C)n(C)c2C)cc1F,x,x,x,x,-13,-4%,-16%
O=C(C1CCCN1C(=O)c1ccc(C(F)(F)F)cc1)N1CCC(N2CCCC2=O)CC1 (configuration not stated),-1%,-16%,i,x,15,22%,2%
CC(C)C(=O)N1CCCCCCNC(=O)[C@@H]2CCCC[C@@H]21,3%,-1%,1%,5%,-14,7%,-1%
CCc1nc2nccc(-c3cc4ccccc4o3)n2n1,u,u,-28%,-13%,2,-1%,13%
CCn1ccnc1CN(CC1CCN(CCc2ccccc2C)CC1)C1CCCC1,u,u,-20%,3%,17,4%,-12%
COCCCNC(=O)c1ccc2c(c1)nc1n2CCCCC1,x,x,x,x,3,-29%,4%
COc1cc(NC(=O)c2cc3c(N4CCSCC4)nc(C)cn3n2)cc(OC)c1,u,-19%,i,-2%,-14,-28%,-17%
COc1ccc(C(=O)N2CCN(C(=O)c3ccccc3)[C@H](C(=O)N[C@H]3CCCNC3=O)C2)cc1,-7%,-4%,i,13%,0,-16%,1%
COC(=O)C1=C(C)N=C2SC=C(CC(=O)NCC3CC3)N2C1c1cccc([N+](=O)[O-])c1 (configuration not stated),-2%,-14%,i,2%,-5,7%,-27%
Cc1cc(C)cc(NC(=O)c2cc(S(=O)(=O)NCCC3=CCCCC3)ccc2F)c1,x,x,x,x,4,u,-3%
CC(C)NC(=O)N1CCN(c2nccc(Nc3ccccc3F)n2)CC1,25µM*,u,i,x,-2,-11%,-5%[12.5 µM]
O=C(Nc1cccc(C(=O)N2CCN(c3cccc(Cl)c3)CC2)c1)c1nsc2ccccc12,x,x,x,x,20,40%[activator],-6%
CCOc1ccccc1N(C)C(=O)NCc1noc2ccccc12,x,x,x,x,-4,-1%,11%
O=C(CCc1ccccc1)NCCc1csc(-c2cccc(F)c2)n1,x,x,x,x,15,12%,10%
Cc1cc(C)cc(-c2ccc(CN3CCCC3C(=O)NCCc3ccccc3)cc2)c1 (configuration not stated),40µM*,32µM*,-2%,x,6,-12%,-18%
Cc1ccc(C)c(OC(=O)CSc2nnc(-c3ccc4c(c3)OCO4)o2)c1,x,x,x,x,3,-23%,10%
OC[C@@H](O)CNc1nccc(C2(c3ccccc3Cl)CCNCC2)n1,i,1%,-2%,14%,-6,-16%,2%
CCc1cccc(NC(=O)CSc2ncc3c(n2)-c2cc(Cl)ccc2N(C)S3(=O)=O)c1,x,x,x,x,28,-9%,-3%
O=C(CC1CCCCN(Cc2ccccc2)C1=O)NCc1cccnc1 (configuration not stated),u,-27%,-16%,-5%,-1,2%,10%
Cc1ccccc1CNC(=O)CN1C(=O)C2CCCCN2c2ccc(C(=O)N3CCCC3)cc21 (configuration not stated),x,x,x,x,17,-15%,-3%
O=C1CCCc2cc(S(=O)(=O)N3CCCC(C(=O)NCc4ccccc4)C3)ccc2N1 (configuration not stated),x,x,x,x,-4,27%,-6%
O=C1[C@H]2CN(S(=O)(=O)c3ccc(F)cc3)CCN2C(=O)N1CCO,0%[172 µM],i,i,7%[172 µM],-10,-7%[87.6 µM],1%[87.6 µM]
COCC(=O)N[C@H]1C[C@H]2C(=O)NC[C@@H](CCC(=O)N3CCc4ccccc43)N2C1,i,i,i,-2%[172 µM],6,22%[87.6 µM],-1%[87.6 µM]
O=C(NCCC1=CCCCC1)c1c(OCC2CC2)cc(=O)n2c1CCCCC2,-25%,u,-23%,2%,7,-12%,-6%
CCn1nccc1C(=O)NCCn1ccn2nc(-c3ccc(C)c(C)c3)cc2c1=O,25µM*,-29%,i,4µM*,-6,23%,-29%
COc1cccc(C(O)c2nc(C(=O)NCc3ccco3)c(C)o2)c1 (configuration not stated),-41%[172 µM],u,-4%[88.5 µM],-28%[172 µM],-2,-8%[87.6 µM],2%[87.6 µM]

# Random excerpt: 4 compounds from above
SMILES,HEK293 tox,NIH3T3 tox,GPT2 inh,Luciferase inh,IP6K1 inhibitor,SNCA expr inh,HEK293 viab
O=C(Nc1cccc(C(=O)N2CCN(c3cccc(Cl)c3)CC2)c1)c1nsc2ccccc12,x,x,x,x,20,40%[activator],-6%
Cc1ccc(C)c(OC(=O)CSc2nnc(-c3ccc4c(c3)OCO4)o2)c1,x,x,x,x,3,-23%,10%
CCn1nccc1C(=O)NCCn1ccn2nc(-c3ccc(C)c(C)c3)cc2c1=O,25µM*,-29%,i,4µM*,-6,23%,-29%
CCOc1ccccc1N(C)C(=O)NCc1noc2ccccc12,x,x,x,x,-4,-1%,11%

# Continued:
SMILES,HEK293 tox,NIH3T3 tox,GPT2 inh,Luciferase inh,IP6K1 inhibitor,SNCA expr inh,HEK293 viab
COc1ccc(NC(=O)Cn2c(=O)n(CC(=O)NCCc3ccccc3)c(=O)c3ccccc32)cc1,x,x,x,x,12,32%[activator],-4%
COc1ccc(-c2noc([C@@H]3Cc4nc[nH]c4CN3Cc3ccc(CO)o3)n2)cc1,-24%[172 µM],-25%[138 µM],3%[88.5 µM],40µM*,14,u,-20%[87.6 µM]
CN1C(=O)C2(CCCN(C(=O)c3ccc(=O)[nH]c3)C2)c2ccccc21 (configuration not stated),1%,-2%,-3%[11.5 µM],16%,18,5%,2%
C=C1C(=O)O[C@@H]2C[C@H](C)[C@@H]3CC(=O)C(C)=C3C[C@H]12,x,x,-1%,x,13,x,u
O=S(=O)(c1ccc(Cl)cc1)c1nc(-c2ccco2)oc1SCc1ccccc1F,x,x,x,x,5,-1%,16%
CCc1nc(NC(=O)C[C@H]2NC(=O)c3ccccc3NC2=O)n[nH]1,-9%,0%,1%,0%,7,-8%,7%
Cn1nc(C2CCCNC2)c2c(C(=O)NC3CC3)cc(C3CC3)nc21 (configuration not stated),i,i,i,x,2,4%,10%
O=C(CSc1nc2c(sc3ccccc32)c(=O)n1CCCC(=O)NC1CCCC1)Nc1ccc(F)cc1,x,x,x,x,-2,-17%,-12%
FC(F)(F)c1ccc(N2C3CCC2CN(Cc2cccc(Cl)c2)C3)cc1,-13%,-15%,i,7%,-1,-2%,7%
COc1ccc(-c2nc3ccccc3o2)cc1NC(=O)Cc1ccc(Cl)cc1,x,x,x,x,8,88%[activator],-1%
CS(=O)(=O)N1CCC(CC(=O)NC2CCCCC2)C1 (configuration not stated),-17%,-21%,-16%,-15%,-8,30%,17%[12.5 µM]
CC(C)c1ccc(CN2CCc3nc(N4CCN(C)CC4)[nH]c(=O)c3CC2)cc1,-9%,i,i,0%,10,-11%,-6%
Cc1cnc(CN2CC3(CCCN(c4ccc(C#N)cn4)C3)CCC2=O)cn1 (configuration not stated),-27%,-20%,5%,-4%,-2,-1%,0%
Cc1ccc(OCC(=O)Nc2ccc(S(=O)(=O)N(Cc3ccccc3)c3ccccc3)cc2)cc1,x,x,x,x,2,u,1%
CC(C)Oc1ccc(CN2CCC(CO)(CN3CCCC3)CC2)cc1Cl,25µM*,32µM*,i,4%,1,-8%,11%
COc1ccc(-c2cn3cc(C(=O)N4CCCCC4)nc3s2)cc1,u,u,0%,x,1,40%[activator],u
CN1C(=O)C(c2ccccc2)CC12CCN(C(=O)c1ccc(C#N)cc1)CC2 (configuration not stated),-9%,-14%,u,-7%,13,-4%,4%
Cc1ccc(N(CC(=O)NCc2ccc(Cl)cc2)S(=O)(=O)N(C)C)cc1,x,x,x,x,-8,-5%,-4%
CN1CC(=O)N(C2CCNC2)Cc2c1ncnc2N1CC[C@H](N(C)C)C1 (some centres not stated),i,i,-18%,x,1,0%,7%
O=C(Cn1c(=O)c2c(n1Cc1ccccc1)CN(Cc1ccccc1)CC2)N1CCC(c2ccccc2)CC1,u,u,-15%,0%,14,3%,-17%
CCOc1ccc(S(=O)(=O)c2cc3cccc(OCC)c3oc2=O)cc1,x,x,x,x,8,3%,10%
Cc1oc2c(c(C)cc3oc(=O)c(CC(=O)NCCc4ccccc4F)c(C)c32)c1C,x,x,x,x,-27*,17%,-1%
COc1ccccc1C(=O)N1CCC(N2Cc3cnc(C)n3C2=O)CC1,-5%,u,1%,-11%,16,10%,-6%
CCCN(CCC)CCCNC(=O)C1CCC(CNS(=O)(=O)c2ccc(NC(C)=O)cc2)CC1 (configuration not stated),x,x,x,x,-5,10%,-13%
Cc1cnc(CCNC(=O)c2ccnn2C)n1CC1CC1,-15%,-8%,u,-9%,-9,6%,0%
CCc1ncc(CN2CCCC(C(=O)Nc3ccccc3-c3ccc(OC)cc3)C2)cn1 (configuration not stated),-13%,-6%,-5%,11%,-9,-23%,-11%
O=C(NCc1cccnc1)c1cc(CN2CCC(Cc3ccccc3)CC2)on1,-28%,32µM*,5%,0%,4,-18%,3%
CCn1c(=O)c(=O)n(CC)c2cc(N3CCCCC3)c(NC(=O)c3cccc(F)c3)cc21,x,x,x,x,-1,-12%,4%
Cc1ccc(S(=O)(=O)c2c(Nc3ccccc3)sc(C(=O)c3ccc4c(c3)OCO4)c2N)cc1,x,x,x,x,15,u,0%
OCC1(c2nc(C3CCOCC3)nn2-c2cccc3c2CCC3)CC1,0%,-1%,u,-1%,-4,-14%,12%
Cc1cnc(CCNC(=O)NCC(C)C)n1C1CCCCCC1,-3%,-32%,-3%,x,25,14%,10%
COc1cc(Cl)c(NS(=O)(=O)c2cc3[nH]c(=O)c(=O)[nH]c3cc2C)c(OC)c1,x,x,x,x,14,-6%,-17%
COCCc1ccc(OCc2ccccc2-c2ccc(=O)n(C)n2)cc1,-20%,u,-10%[11.5 µM],u,18,40%[activator],1%
O=C(Cc1cccc(F)c1)NC1CCN(c2cc(-c3ccc(Cl)cc3)[nH]n2)CC1,u,u,-4%,6%,-10,-8%,-6%

# Some entries already given, reduced to SNCA expr inh, IP6K1 inhibitor and HEK293 tox:
structure | SNCA expr inh | IP6K1 inhibitor | HEK293 tox
Cc1cc(C)cc(NC(=O)c2cc(S(=O)(=O)NCCC3=CCCCC3)ccc2F)c1 | u | 4 | x
CC(C)NC(=O)N1CCN(c2nccc(Nc3ccccc3F)n2)CC1 | -11% | -2 | 25µM*
